SW480 rereplic – A quantitative high throughput screen for small molecules that induce DNA re-replication in SW480 colon adenocarcinoma cells; SW480 DNA re-replication, Hoechst DNA content imaging, 48 h; Potency, µM (titrated, usually from 46.1 µM), without a hit: top-dose re-replication activation, hits mostly activators; 340,000 compounds, 1.8% hits; AID 624297, 2012; note: potency is the fitted concentration of half-maximal effect; % of control where 0% means no effect; nearly all actives have a fitted effect of over 55% in size
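Image-based read-out: total Hoechst fluorescence of nuclei (405 nm excitation, 500-530 nm emission), with hits raising the fraction of high-intensity nuclei. SW480 colon cells incubated 48 hr with compounds at 37 C.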
D3 ag – qHTS of D3 Dopamine Receptor Agonist: qHTS; D(3) dopamine receptor (Homo sapiens), P35462; D3R DiscoveRx beta-arrestin cells, luminescence, 90 min; max activation, %; 410,000 compounds, 0.58% hits; AID 652048, 2013; in the data active = max activation above about 30%; note: 0% is about no effect; mostly tested at two doses, the higher about 12 µM
Target sequence (P35462 whole entry, looked up): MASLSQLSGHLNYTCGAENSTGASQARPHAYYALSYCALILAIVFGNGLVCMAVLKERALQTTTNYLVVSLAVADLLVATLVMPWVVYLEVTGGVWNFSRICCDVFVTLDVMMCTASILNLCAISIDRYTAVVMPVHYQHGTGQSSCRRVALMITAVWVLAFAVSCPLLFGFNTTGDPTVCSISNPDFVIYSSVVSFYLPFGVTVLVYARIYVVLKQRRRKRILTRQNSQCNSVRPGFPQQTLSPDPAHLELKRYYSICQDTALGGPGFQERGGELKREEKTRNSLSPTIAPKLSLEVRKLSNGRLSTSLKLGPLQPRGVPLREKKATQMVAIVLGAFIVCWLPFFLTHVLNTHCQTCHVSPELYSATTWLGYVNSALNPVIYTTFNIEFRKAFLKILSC
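Cells at 1500/well, incubated overnight, then treated with pinned compounds (dopamine as control) for 90 min at 37 degrees C. DiscoveRx reagent added for 30 - 60 minutes at room temperature; luminescence read.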
IL-1B inflam inh – qHTS for Inhibitors of Inflammasome Signaling: IL-1-beta AlphaLISA Primary Screen | THP-1 LPS/ATP IL-1B secretion, AlphaLISA, 16 h; stronger effect = lower value | activity change, % at 57.5 µM | 360,000 compounds, 4.7% hits; in the data active = activity change below about -50%; inconclusive = mostly about -30% to -49%; note: % is set by controls: 0 for no effect and ±100 for the full control effect
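Secreted IL-1B measured by AlphaLISA bead assay after 16 h compound exposure of THP-1 cells; compounds (final up to 57.5 uM) added 1 h before LPS (250 ng/mL) and ATP (1.25 mM) stimulation; lower signal means less secretion.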
HT1080 IDH1KD tx – qHTS for induction of synthetic lethality in tumor cells producing 2HG: qHTS for the HT-1080-IDH1KD cell line; Potency, µM (series often up to 46.1 µM), without a hit: top-dose activity, negative = toxicity, actives largely listed as cytotoxic; HT-1080 IDH1 knockdown viability, ATP luminescence, 48 h; AID 686971, 2013; 360,000 compounds, 2% hits;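 note: potency is the fitted concentration of half-maximal effect; 0% = DMSO wells and -100% = cell-free medium wells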
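Cytotoxicity counter-line: IDH1KD HT-1080, 48 h, CellTiter-Glo. Curves classed by r2, magnitude and activity.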
KB-3-1 tox – qHTS assay for MDR1-selective chemotherapeutics: Primary screen using the parental adenocarcinoma cell KB-3-1; 400,000 compounds, 1.4% hits; Potency, µM (doses to about 46.1 µM), for the others: at the top dose activity change, negative = cytotoxic, actives largely listed as cytotoxic; KB-3-1 viability, CellTiter-Glo ATP luminescence, 72 h; note: potency is the fitted concentration of half-maximal effect; % is set by controls: 0 for no effect and ±100 for the full control effect; nearly all actives have a fitted effect of over 60% in size
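Parental KB-3-1 adenocarcinoma cells in phenol-red-free DMEM with 10% FBS were pin-treated with compounds at several concentrations, incubated 72 h at 37 °C, and viability read by CellTiter-Glo luminescence; concentration-effect curves were fitted after normalization.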
HT1080-NT tox – qHTS for induction of synthetic lethality in tumor cells producing 2HG: qHTS for the HT-1080-NT fibrosarcoma cell line; HT-1080-NT fibrosarcoma viability, CellTiter-Glo ATP luminescence, 48 h; Potency, µM (doses to about 46.1 µM), for inactives: at the top dose activity, negative = less viability, most hits filed as cytotoxic; 360,000 compounds, 1.6% hits; AID 686970, 2013;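 note: NT is the 2HG producing partner of a matched IDH1 knockdown line; potency is the fitted concentration of half-maximal effect; 0% = DMSO-treated cells and -100% = media-only wells without cells; nearly all actives have a fitted effect of over 55% in size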
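Viability of the 2HG-overproducing fibrosarcoma line after 48 hours of compound exposure at 37 degrees C was determined by luminescence with CellTiter-Glo, and concentration-effect curves were then fitted and categorized.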
MCF10A rerep – A quantitative high throughput screen for small molecules that induce DNA re-replication in MCF 10a normal breast cells; MCF 10A DNA re-replication, Hoechst nuclear intensity, 48 h; Potency, µM (series often up to 46.1 µM), for the others: top-dose activity, positive = re-replication, most hits filed as activators; 350,000 compounds, 2.9% hits; AID 624296, 2012; note: potency is the fitted concentration of half-maximal effect; % of control where 0% means no effect; nearly all actives have a fitted effect of over 50% in size
KB-V1 cytotox – qHTS assay for MDR1-selective chemotherapeutics: Primary screen using the drug-selected MDR subline cells KB-V1; KB-V1 MDR cells viability, CellTiter-Glo, 72 h; Potency, µM (highest dose often 46.1 µM), without a hit: at the highest dose activity change, negative = cytotoxicity, hits mostly cytotoxic; 400,000 compounds, 3.4% hits; note: potency is the fitted concentration of half-maximal effect; % is set by controls: 0 for no effect and ±100 for the full control effect; nearly all actives have a fitted effect of over 60% in size
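Following 72 h at 37 degrees C with compound, KB-V1 cell viability was read by CellTiter-Glo luminescence, medium being phenol-red-free DMEM plus 10% FBS; concentration-response parameters came from normalized, curve-fitted qHTS data.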
GLP1R cytotox – qHTS of GLP-1 Receptor Inverse Agonists: Cytotox Screen; HEK293 cAMP-luciferase reporter cells, luminescence, 24 h; Potency, µM (titrated, usually from 38.3 µM), inactives show top-dose activity change, negative = inhibition, actives largely listed as inhibitors; 410,000 compounds, 0.13% hits; AID 624418, 2012;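 note: loss of luciferase light is scored as toxicity; potency is the fitted concentration of half-maximal effect; % is set by controls: 0 for no effect and ±100 for the full control effect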
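A 23 nL compound transfer followed 12 hours of cell culture at 37 deg C; exposure then lasted 24 hr. Luciferase assay detection reagent was dispensed and plates read for luminescence after a 12 min room-temperature wait.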
* marks the source's active call; other numbers are inactive results; i = inactive; ? = inconclusive; nt = no result given; [ ] = dose if it differs, or a comment. Unless noted, calls come from the whole dose curve; as a rule, active = well fitted curve in the direction sought with a large enough effect; inconclusive = small, poorly fitted or top-dose-only effect, or another doubt; inactive = no such curve, though single readings can be large; an effect the other way counts as inactive or inconclusive.

Each structure is followed by: SW480 rereplic	D3 ag	IL-1B inflam inh	HT1080 IDH1KD tx	KB-3-1 tox	HT1080-NT tox	MCF10A rerep	KB-V1 cytotox	GLP1R cytotox
> Cc1cc(/C=N/NC(=O)c2cc3ccccc3o2)c(C)n1C
→ 19%	12	-23	-17%	-10%	-17%	24%	-3%	-17%
> Cn1cnnc1SCC(=O)c1ccco1
→ 1%	0	-9	-11%	-1%	-2%	-14%	8%	-1%
> CC(=O)Nc1ccc(S(=O)(=O)N2CCC(C(=O)c3ccc(Cl)cc3)CC2)cc1
→ -6%	-5	-51*	-20%	-15%	-17%	?	-10%	2%
> COc1ccc(NS(=O)(=O)c2cccc(C(=O)NCc3ccccn3)c2)cc1
→ -5%	3	26	0%	4%	10%	3%	6%	-14%
> CCOC(=O)C1(Cc2cccc(Cl)c2)CCCN(C(=O)c2ccnn2C)C1 (stereo not drawn)
→ 2%	-7	5	-1%	-13%	1%	11%	?	0%
> COc1cc(/C=N/N(C)S(=O)(=O)c2ccc(C)cc2)cc([N+](=O)[O-])c1O
→ -13%	4	13	1%	6%	19%	3%	3%	-17%
> CSc1ccc(C2C(C#N)=C(N)N(c3ccccc3)C3=C2C(=O)CCC3)cc1 (stereo not drawn)
→ ?	2	-6	-17%	-8%	-17%	20%	0%	-5%
> O=[N+]([O-])c1cccc(-c2ccc(C(=S)N3CCN(c4ccccc4)CC3)o2)c1
→ -13%	-8	-10	-15%	-1%	-3%	?	-22%	6%
> CN(C(=O)CN1CCCCCC1)c1c(N)n(Cc2ccccc2)c(=O)[nH]c1=O
→ -7%	4	12	3%	3%	10%	-1%	2%	5%
> CCN(C(=O)CN1CCC(C)CC1)c1c(N)n(Cc2ccccc2)c(=O)[nH]c1=O
→ 4%	4	2	2%	-1%	-1%	0%	8%	4%
> C/C(=N\NC(=O)c1cccc(Br)c1)c1cccc(NC(=O)c2ccc(C)o2)c1
→ -12%[9.22 µM]	-7	0	0%	-5%	-6%	15%	-8%	-13%
> CC1CCC/C(=N\NC(=S)NCc2ccccc2)C1 (stereo not drawn)
→ 0%	-1	-1	-5%	5%	-4%	?	2%	-7%
> Cc1cc(C)cc(N2CC(C)Cn3c2nc2c3c(=O)[nH]c(=O)n2C)c1 (stereo not drawn)
→ -6%	3	-13	11%	2%	-4%	-6%	-9%	2%
> CCN(C(=O)Cn1c(SCC(=O)NCc2ccccc2)nc2ccccc21)c1cccc(C)c1
→ nt	1	nt	nt	1%	nt	nt	-2%	-9%
> CN(C)Cc1ccc(CNC(=O)COc2ccc3ccccc3c2)cc1
→ 18%	-9	-14	1%	7%	-17%	?	6%	-9%
> COc1cccc(C(O)c2nc(-c3ccc4ccccc4c3)cs2)c1 (stereo not drawn)
→ nt	4	15	?	0%	?	nt	-1%	2%
> COc1ccc(CCNC(=O)C2CCC(CNc3c(N4CCCC4)c(=O)c3=O)CC2)cc1OC (stereo not drawn)
→ -5%	3	1	3%	-2%	1%	-15%	15%	18%
> CC(C)CC(=O)Nc1ccnn1C1CCN(C(=O)c2ccc(F)cc2Cl)CC1
→ -14%	-4	i	0%	-9%	-6%	-1%	-8%	1%
> Cc1cc(OCC(=O)OCC(=O)NC2CCCCC2C)ccc1Cl (stereo not drawn)
→ -6%	-2	-6	-1%	14%	3%	-5%	18%	-9%
> COCc1cc(C)n(CC(=O)Nc2ccccc2OC)c(=O)c1C#N
→ 11%	2	-24	1%	-4%	-5%	?	2%	6%
> CC(C)c1nnc(NC(=O)CCC(=O)NCc2ccccc2Cl)s1
→ -1%	-1	37	18%	-5%	5%	-2%	14%	1%
> COc1ccccc1NC(=O)CNC(=O)c1ccc(F)cc1
→ -5%	-7	0	2%	11%	5%	-7%	0%	1%
> CCCn1nnc(NC(=O)c2ccc(OC)cc2)n1
→ -6%[9.22 µM]	0	-2	2%	12%	7%	-7%	3%	0%
> Cc1nc(CC(C)C)cc(C(=O)N2CCCC(Nc3ccc(C)c(C)c3)C2)n1 (stereo not drawn)
→ 2%	6	-6	16%	nt	11%	1%	nt	-20%
> CCN1CCN(c2ccc(S(=O)(=O)N3CCCCC3)cc2NC(=O)c2cccc(C(F)(F)F)c2)CC1
→ ?	-7	-72*	2%	4%	-21%	?	-27%	-6%
> CCn1ncc(C2=NOC(C(=O)N3CCN(c4ccccc4)CC3)C2)c1C (stereo not drawn)
→ -2%	15	4	4%	0%	6%	-20%	-4%	-23%
> COc1ccc(N(CC(=O)Nc2ccccc2F)S(=O)(=O)c2ccc(C)c([N+](=O)[O-])c2)cc1
→ 21%	-5	-9	-10%	-9%	-15%	1%	-5%	-3%
> COc1ccc(Cl)cc1Nc1cc(C)nc2ccccc12
→ -1%	-8	?	-27%	?	-29%	?	?	?
> Cc1oc(=O)c(NC(=O)c2ccc(Cl)cc2)cc1C(=O)c1ccccc1
→ ?	-8	-23	?	?	?	8.2µM*	0%	?
> CCC(CC)C(=O)NCc1ccc(Cl)cc1
→ 2%	-4	20	2%	0%	1%	0%	20%	7%
> COc1ccc(C(CCN2CCOCC2)c2c(OC)cc(OC)c3c(-c4ccccc4)cc(=O)oc23)cc1 (stereo not drawn)
→ ?	-44	?	?	0%	-20%	-41%[inhibitor]	0%	-29%
> Cc1ccc(S(=O)(=O)N2CCCCC2)cc1NS(=O)(=O)c1ccccc1F
→ 16%	-3	24	-14%	-15%	-3%	8%	-16%	-8%
> Cc1cc(C)c2c(CC(=O)Nc3ccc(S(=O)(=O)Nc4ncccn4)cc3)coc2c1
→ nt	11	nt	nt	-4%	nt	nt	9%	4%
> O=c1c2c(nc3cc(-c4ccccc4)[nH]n13)CCS2
→ ?	1	-2	4%	-23%	2%	10%	?	5%
> CCc1ccc(NC(=O)Cn2c(=O)n(CCCCC(=O)NCc3ccc4c(c3)OCO4)c(=O)c3ccccc32)cc1
→ nt	9	nt	nt	-16%	nt	nt	?	2%
> CC(NC(=O)c1cc(-c2ccccc2)on1)c1ccccc1 (stereo not drawn)
→ 1%	-27	17	?	0%	-28%	18%	3%	-5%
> COc1ccc(NC(=O)CCC(=O)c2cccs2)cc1S(=O)(=O)Nc1ccc(Cl)cc1
→ -10%	-4	nt	0.82µM*	?	-5%	-2%	7.3µM*	?
> CCCCCCCCCCOC(=O)Cn1c(COc2ccccc2)[n+](C)c2ccccc21
→ -2%	-3	0	-6%	3%	-24%	?	-1%	?
> CCOc1cc(/C=N/NC(=O)CSc2nncn2C)ccc1OCc1cccc(C)c1
→ -7%	2	24	-12%	12%	0%	1%	?	2%
> CCn1c(=O)c2cc(C(=O)NCCCN3CCN(C)CC3)sc2c2ccccc21
→ nt	-9	nt	nt	16%	nt	nt	1%	7%
> C=CCN=C1CC(C)(C)CC(=O)/C1=C(\O)CCCN1C(=O)c2ccccc2C1=O
→ -3%	2	15	-3%	14%	-10%	2%	?	4%
> CCCn1c2c(c(O)c(C(=O)Nc3ccccc3)c1=O)CCCC2
→ -3%	-12	7	-1%	1%	0%	26%	15µM*	24%
> Cc1ccccc1C(=O)NCCc1nnc(SCC(=O)Nc2nc(-c3ccccc3)cs2)n1C
→ -6%	-7	2	-15%	20%	-10%	-181%[0.0737 µM]	19%	8%
> COc1cc(-c2nc3ccccn3c2NCc2ccccc2)ccc1SC1CCCCC1
→ 29%	87*	-29	?	?	?	26µM*	?	-3%
> COC(=O)c1cc(S(=O)(=O)N2CCN(c3ccc(C(C)=O)cc3)CC2)c[nH]1
→ -17%	2	-30	-1%	-2%	-5%	1%	-25%	22%
> CCn1cc(C(c2ccccc2)C(C(C)=O)[N+](=O)[O-])c2ccccc21 (stereo not drawn)
→ 2%	-19	-17	-11%	-24%	?	?	?	7%
> COc1ccc(-c2cc3c(=O)n(CC(=O)N4CCN(C)CC4)ncn3n2)cc1
→ -1%	-2	3	1%	3%	0%	2%	-5%	5%
> N=c1n(CCN2CCCC2)c2ccccc2n1CC(O)c1ccco1 (stereo not drawn)
→ -7%	-3	-26	6%	-1%	-2%	13%	-15%	-9%

Reformatted bar-delimited: three of the compounds above.
smiles | SW480 rereplic | D3 ag | IL-1B inflam inh | HT1080 IDH1KD tx | KB-3-1 tox | HT1080-NT tox | MCF10A rerep | KB-V1 cytotox | GLP1R cytotox
COc1cc(/C=N/N(C)S(=O)(=O)c2ccc(C)cc2)cc([N+](=O)[O-])c1O | -13% | 4 | 13 | 1% | 6% | 19% | 3% | 3% | -17%
Cn1cnnc1SCC(=O)c1ccco1 | 1% | 0 | -9 | -11% | -1% | -2% | -14% | 8% | -1%
Cc1oc(=O)c(NC(=O)c2ccc(Cl)cc2)cc1C(=O)c1ccccc1 | ? | -8 | -23 | ? | ? | ? | 8.2µM* | 0% | ?
